# RNase H inhibition = RNase H inhibition, HIV 1 Gag Pol polyprotein, FRET biochemical assay, screening (AID 372) | HIV-1 RT RNase H, FRET RNA/DNA substrate fluorescence; higher % means a stronger effect | inhibition, % at 10 µM; hits with a dose series show IC50 in µM | hit rate 0.77% among 100,000; in the data active = inhibition above about 50%
# * = called active by the depositor. Only part of the results is shown (hit frequency here may not be typical).
SMILES,RNase H inhibition
COc1ccc(OCCCOc2cccc(C)c2)cc1,7%
COC(=O)c1ccccc1NC(=O)CN(c1ccc(OC)cc1OC)S(C)(=O)=O,4%
CCOc1ccc(N2C(=O)CC(N3CC(C)CC(C)C3)C2=O)cc1 (centres undefined),15%
Cc1ccc(C)c(OCCOc2c(Cl)cc(Cl)cc2/C=C2\SC(N)=NC2=O)c1,13%
Cc1nc2ccccc2n1CC(O)COc1cccc(C(=O)O)c1 (centres undefined),0%
O=C(c1ccc(Cl)cc1Cl)N1CCN(c2ccccc2)CC1,1%
C=CCNC(=S)N/N=C\c1c(O)ccc2ccccc12,15%
Cc1ccc(N2C(=O)c3ccc(-c4nc5c(C)cccc5c(=O)o4)cc3C2=O)cc1C,0%
CCCOc1cc(OCCC)cc(C(=O)NCc2cccnc2)c1,15%
COc1cc(OC)c(/C=C2\C(=O)NC(=S)N(c3cccc(Cl)c3)C2=O)cc1Br,9%
COc1ccc(C)cc1NC(=O)CN(c1cc(Cl)ccc1OC)S(C)(=O)=O,13%
O=C(NN1C(=O)c2ccc(Oc3cccc([N+](=O)[O-])c3)cc2C1=O)c1ccco1,8%
O=C(COc1ccccc1[N+](=O)[O-])N/N=C/c1ccc(OC(=O)c2cccs2)cc1,6%
O=C(NCc1ccncc1)c1ccc(I)cc1,0%
O=C1C(=O)c2ccccc2C(Cl)=C1Cl,21%
CC(=O)c1ccc(N2C(=O)C3C4C=CC(O4)C3C2=O)cc1 (centres undefined),2%
Cc1ccc(-c2cc(C(=O)NCc3ccccc3)c3ccccc3n2)o1,19%
CCOc1cccc2c1N(C(C)=O)C(C)(C)c1ssc(=S)c1-2,19%
COc1ccc(C2Nc3ccccc3NC3=C2C(=O)CC(C)(C)C3)cc1 (centres undefined),4%
Cc1ccccc1N1C(=O)NC(=O)/C(=C\C=C\c2ccco2)C1=O,11%
O=C(NC(=S)Nc1ccc([N+](=O)[O-])cc1Cl)c1ccco1,5%
O=C(CSc1n[nH]c(-c2ccncc2)n1)c1c[nH]c2ccccc12,9%
C=C(C)CNC(=S)NNC(=O)c1ccc(Br)cc1,2%
Cc1ccc(C(=O)NN2C(=O)/C(=C/c3ccc4c(c3)OCO4)SC2=S)cc1,5%
CC1(C)CC(=O)C2=C(C1)c1c(ccc3ccccc13)NC2c1ccc(C#N)cc1 (centres undefined),16%
O=C1C2C(C(=O)N1c1ccccc1)N1C(c3ccccc3C(F)(F)F)C3C(=O)N(c4ccccc4)C(=O)C3N1C2c1ccccc1C(F)(F)F (centres undefined),21%
N#Cc1c(N)nc2sc(C(=O)Nc3ccc(Br)cc3)c(N)c2c1-c1ccccc1,5%
CCCCOC(=O)C1=C(C)NC(=S)NC1c1ccc(N(C)C)cc1 (centres undefined),4%
O=C(O)c1ccc2nc3c4cc(I)ccc4c4ccc(I)cc4c3nc2c1,10%
O=C(CCn1c2ccccc2c2ccccc21)N/N=C/c1c[nH]c2ccccc12,30%
CCCCOc1ccccc1C1C(C(=O)OCc2ccccc2)=C(C)NC2=C1C(=O)CCC2 (centres undefined),0%
Oc1ccccc1-c1cc(C(F)(F)F)[nH]n1,0%
COc1ccccc1OCCSc1nc2ccccc2n1CC(=O)O,15%
CC(C)CNC(=O)CN(c1ccc(Cl)cc1)S(C)(=O)=O,23%
O=C1CC(N2CCOCC2)C(=O)N1c1ccccc1 (centres undefined),9%
CC1CCCC(C)N1C(=O)c1ccc(Br)o1 (centres undefined),2%
CCOC(=O)NC(NC(=S)Nc1ccccc1I)C(Cl)(Cl)Cl (centres undefined),10%
O=C(NCCCNc1ccc([N+](=O)[O-])cc1Cl)c1cccnc1,0%
COc1ccc(NC(=O)C2CCC2)cc1,0%
COc1cccc(C2C(C(C)=O)=C(O)C(=O)N2CCN(C)C)c1 (centres undefined),13%
CCOc1cc(OCC)cc(C(=O)Nc2ccc3oc(-c4cccnc4)nc3c2)c1,0%
O=C(/C=C/c1ccc(Cl)cc1)NC(=S)Nc1ccc(NC(=O)c2cccs2)cc1,24%
COc1ccc(-c2cc(-c3cccc(Br)c3)c(C#N)c(N)n2)cc1,10%
O=[N+]([O-])c1cc(C=Nn2c(-c3ccc(Cl)cc3Cl)n[nH]c2=S)ccc1Cl,37%
Cc1ccccc1OCCOc1ccccc1/C=N/n1cnnc1,12%
O=C1/C(=C/c2ccc3c(c2)OCO3)SC(=S)N1c1ccc(Br)cc1,17%
CCOc1ccc(C(=O)Nc2ccc3oc(-c4ccc(OC)cc4)nc3c2)cc1[N+](=O)[O-],36%
COc1ccc(S(=O)(=O)N2CCN(C(=O)CC(C)C)CC2)cc1,0%
O=C(Oc1ccccc1C(=S)N1CCOCC1)c1ccc(Br)cc1,0%
CCCOC(=O)C1=C(C)N(C)C(=O)NC1c1ccc(O)c(OC)c1 (centres undefined),4%
CC(=O)Nc1ccc(NC(C)=O)c(N[C@H]2O[C@H](C(O)CO)[C@H](O)[C@H]2O)c1 (some centres undefined),10%
CCOc1ccc(CN2CCN(Cc3cc(OC)ccc3O)CC2)cc1,4%
COc1ccc(C=Nc2ccc3nc(-c4ccc(Cl)cc4Cl)[nH]c3c2)cc1OC,0%
COc1cc(N(C)C)c([N+](=O)[O-])cc1C(=O)N1CCCC(O)C1 (centres undefined),11%
O=C(NNC(=O)c1cccc(Cl)c1)c1cccnc1,10%
COc1ccc(-n2nc3cc(C)c(NC(=O)c4ccc(-c5ccc([N+](=O)[O-])cc5OC)o4)cc3n2)cc1,54%*
Cc1cccc(C)c1NC(=O)Nc1ccc(Cl)c(Cl)c1,9%
O=[N+]([O-])c1ccc(CCNC2CCCc3c2[nH]c2ccc(C4CCCCC4)cc32)cc1 (centres undefined),19%
Cc1ccc(S(N)(=O)=O)cc1NC(=O)c1ccc(Br)o1,10%
O=c1/c(=C/c2cccs2)sc2nc3ccccc3n12,7%
# Following part:
SMILES,RNase H inhibition
CC(=O)c1c(C)oc2ccc(OCc3ccccc3)cc12,13%
CSc1ccc(/C=C(\C#N)c2nc3ccccc3[nH]2)cc1,0%
COc1ccc(/C=C2/C(=O)NC(=O)N(Cc3ccc(F)cc3)C2=O)c2ccccc12,28%
CC(C)COc1ccc(C(=O)Nc2cccc(NC(=O)c3ccccc3Cl)c2)cc1,28%
O=[N+]([O-])c1ccc(NCCCN2CCOCC2)c(Cl)c1,0%
COC(=O)CSc1ccc(C(=O)N2CCCCC2)cc1[N+](=O)[O-],0%
COc1ccc2c(c1[N+](=O)[O-])CCC/C2=N\OC(=O)c1ccccc1,6%
N#C/C(=C\c1ccc(-c2ccc(C(=O)O)c(Cl)c2)o1)C(=O)Nc1ccc(Cl)cc1,0%
c1ccc(Oc2cccc(CN3CCN(Cc4ccncc4)CC3)c2)cc1,4%
Cn1cc(C(=O)N/N=C/c2cccc([N+](=O)[O-])c2)ccc1=O,6%
Cc1ccccc1-n1c(C)cc(C=C2C(=O)N(C)C(=S)N(C)C2=O)c1C,12%
CC1=NN(C(=O)c2ccc(Br)cc2)C(O)(c2ccccc2)C1 (centres undefined),29%
Cc1ccc(S(=O)(=O)N(Cc2ccccc2)c2ccccc2C(=O)N2CCOCC2)cc1,11%
O=C(CCCN1C(=O)c2cccc3cccc(c23)C1=O)N1CCCCC1,29%
CCCC1CCc2c(sc(NC(=O)c3ccccc3F)c2C(N)=O)C1 (centres undefined),8%
CC(C)OP(=O)(OC(C)C)C(Nc1ccc(C(C)C)cc1)c1ccc([N+](=O)[O-])cc1 (centres undefined),10%
C=C(C)c1cccc(C(C)(C)NC(=O)N(C)C2CCN(C)CC2)c1,0%
COc1cc(C2c3c(-c4ccccc4)n[nH]c3C(=O)N2c2ccccc2)ccc1O (centres undefined),6%
CCC(C(=O)Nc1ccc(Br)cc1F)c1ccccc1 (centres undefined),1%
CCN(Cc1ccncc1)C(=O)c1ccccc1,10%
O=C(Nc1cccc(Cl)c1)N(c1ccccn1)c1ccccn1,4%
COc1ccc(N(CC(=O)Nc2ccc(C(C)=O)cc2)S(=O)(=O)c2ccccc2)cc1Cl,4%
CC1CCC(C(C)C)C(OC(=O)CSc2nc3ccccc3[nH]2)C1 (centres undefined),4%
Cc1ccc(CNC(=O)/C=C/c2ccc(F)cc2)cc1,3%
O=C(NC1CCCCC1)C1COc2ccccc2O1 (centres undefined),3%
COc1ccccc1-c1cc(-c2ccccc2)nc(SCC(=O)c2cc3ccccc3oc2=O)c1C#N,7%
COc1ccc(N/C=C(/C2=CC(=O)C=CC2=O)[N+](=O)[O-])cc1,22%
CCOC(=O)C1=C(C)N=c2s/c(=C\c3ccc(OCc4ccccc4)c(OCC)c3)c(=O)n2C1c1ccccc1 (centres undefined),9%
O=C(Nc1nc2ccccc2s1)c1cc(Br)ccc1Cl,2%
C#CCn1cc(/C=C(/C#N)C(=O)Nc2ccc(OC)cc2)c2ccccc21,15%
O=C(/C=C/c1ccc(F)cc1)N1CCN(Cc2ccccc2)CC1,6%
O=C(/C=C/c1ccc(-c2cccc([N+](=O)[O-])c2)o1)c1ccccc1,18%
Cc1ccc(Cl)c(OCCCN2CCCCC2)c1,6%
O=C(NC1CCN(Cc2ccccc2)CC1)c1ccc(F)cc1,8%
CCCCOc1ccc(CC(=O)O)cc1,13%
CCCCOc1ccc(C/C(N)=N/n2cnnc2)cc1,13%
O=C(Nc1ccc(-c2nc3cc(Cl)ccc3o2)cc1)c1ccc(Br)o1,18%
O=C(Nc1ccccc1)C(=Cc1ccccc1F)NC(=O)c1ccccc1,2%
O=C(Sc1nc2ccccc2[nH]1)c1ccccc1,2%
CCCCN(Cc1ccccc1)Cc1ccncc1,14%
CCN(CC)CCCCOc1c(C(C)C)cccc1C(C)C,3%
Oc1c(-c2ccc(Cl)cc2)c2nc3ccccc3nc2c2ccccc12,18%
CCN(CC)c1ccc(NC(=O)Cc2ccc(OC)c(OC)c2)cc1,4%
CCOC(=O)c1c(NC(=O)c2cccs2)sc(C(=O)Nc2ccc(OC)cc2OC)c1C,15%
CCOC(=O)c1c(NC(=O)COc2ccc(-c3ccccc3)cc2)sc(C(C)=O)c1C,11%
CCCCOC(=O)c1ccc(N=Cc2ccc(Cl)cc2)cc1,4%
CC(CNC(=O)Nc1cccc(Cl)c1)NC(=O)Nc1cccc(Cl)c1 (centres undefined),7%
CCCCOC(=O)Oc1ccc(C(=O)Oc2ccc(OCC)cc2)cc1,25%
Cc1ccc(S(=O)(=O)Nc2sc(Cc3ccccc3)c(C)c2C(N)=O)cc1,12%
COc1cccc(/C=N/NC(=O)Cc2ccc(Cl)cc2)c1OC,8%
O=c1[nH]c(SCc2nc3ccccc3[nH]2)nc2ccccc12,3%
CN(C)CCCNCCCc1ccc(C(C)(C)C)cc1,6%
CC(=O)Oc1cccc(N2C(=O)C3C4C=CC(C4)C3C2=O)c1 (centres undefined),10%
C=CCN1C(=O)C(Cc2ccc(Br)cc2)S/C1=N\N=C\c1cccs1 (centres undefined),2%
CC1=C(C(=O)Nc2ccccc2C)C(c2ccccc2Br)NC(=S)N1 (centres undefined),3%
O=C(Cn1c(C(=O)c2ccccc2)nc2ccccc21)c1ccccc1,3%
COc1cccc(N2C(=O)/C(=C/c3cccc(O)c3)SC2=S)c1,29%
O=C(Nc1cc(O)cc([N+](=O)[O-])c1)c1cc2nc(-c3ccccc3)cc(C(F)(F)F)n2n1,6%
COc1ccc(OC)c(N(CC(=O)Nc2cc(C)ccc2C)S(C)(=O)=O)c1,7%
CCCn1c(NCc2nc3ccccc3n2C)nc2ccccc21,7%
# Remaining list, next part
SMILES,RNase H inhibition
COc1cc(NS(=O)(=O)c2ccc(F)cc2)c(OC)cc1NC(C)=O,22%
CN(C)c1cc(N/N=C/c2cc(Cl)ccc2O)nc(N(C)C)n1,9%
N#C/C(=C\c1ccc(N2CCOCC2)o1)C(=O)NCC1CCCO1 (centres undefined),3%
O=C1c2ccccc2C(=O)N1N1C(=O)c2ccc(Oc3cccc(Oc4ccc5c(c4)C(=O)N(N4C(=O)c6ccccc6C4=O)C5=O)c3)cc2C1=O,9%
Cc1ccc(N2CC(C(=O)Nc3cccc(C)c3)CC2=O)cc1 (centres undefined),4%
CCCCOC(=O)c1ccc(NC(=O)Nc2cccc(Cl)c2)cc1,31%
COc1cc(/C=C2/C(=O)NC(=O)N(c3ccc(C(C)C)cc3)C2=O)cc(OC)c1O,17%
Cc1nn(C(c2ccccc2)C(O)(c2ccccc2)c2ccccc2)c(C)c1Br (centres undefined),0%

# By substructure: the compounds so far with four or more nitrogen atoms.
SMILES,RNase H inhibition
O=C(CSc1n[nH]c(-c2ccncc2)n1)c1c[nH]c2ccccc12,9%
O=C1C2C(C(=O)N1c1ccccc1)N1C(c3ccccc3C(F)(F)F)C3C(=O)N(c4ccccc4)C(=O)C3N1C2c1ccccc1C(F)(F)F (centres undefined),21%
N#Cc1c(N)nc2sc(C(=O)Nc3ccc(Br)cc3)c(N)c2c1-c1ccccc1,5%
O=C(CCn1c2ccccc2c2ccccc21)N/N=C/c1c[nH]c2ccccc12,30%
O=C(NCCCNc1ccc([N+](=O)[O-])cc1Cl)c1cccnc1,0%
O=[N+]([O-])c1cc(C=Nn2c(-c3ccc(Cl)cc3Cl)n[nH]c2=S)ccc1Cl,37%
Cc1ccccc1OCCOc1ccccc1/C=N/n1cnnc1,12%
COc1ccc(-n2nc3cc(C)c(NC(=O)c4ccc(-c5ccc([N+](=O)[O-])cc5OC)o4)cc3n2)cc1,54%*
Cn1cc(C(=O)N/N=C/c2cccc([N+](=O)[O-])c2)ccc1=O,6%
O=C(Nc1cccc(Cl)c1)N(c1ccccn1)c1ccccn1,4%
CCCCOc1ccc(C/C(N)=N/n2cnnc2)cc1,13%
CC(CNC(=O)Nc1cccc(Cl)c1)NC(=O)Nc1cccc(Cl)c1 (centres undefined),7%
O=c1[nH]c(SCc2nc3ccccc3[nH]2)nc2ccccc12,3%
O=C(Nc1cc(O)cc([N+](=O)[O-])c1)c1cc2nc(-c3ccccc3)cc(C(F)(F)F)n2n1,6%
CCCn1c(NCc2nc3ccccc3n2C)nc2ccccc21,7%
CN(C)c1cc(N/N=C/c2cc(Cl)ccc2O)nc(N(C)C)n1,9%
O=C1c2ccccc2C(=O)N1N1C(=O)c2ccc(Oc3cccc(Oc4ccc5c(c4)C(=O)N(N4C(=O)c6ccccc6C4=O)C5=O)c3)cc2C1=O,9%

# Exported as tab-separated lines: 2 of the compounds above
Molecule	RNase H inhibition
Cc1ccc(-c2cc(C(=O)NCc3ccccc3)c3ccccc3n2)o1	19%
CCOc1cccc2c1N(C(C)=O)C(C)(C)c1ssc(=S)c1-2	19%

# Bioassay records deposited in PubChem BioAssay by MTDP.
